Screening data as filed in PubChem BioAssay.
ARNT-TACC3 inh = disrupts binding between human ARNT and TACC3 | AlphaScreen His-ARNT PAS-B/GST-TACC3 binding, luminescence; TACC3 fragment carries E629A point mutation | inhibition, % at 9.99 µM | hit rate 0.66% among 390,000;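 active = mean inhibition of replicates at least 50% and at least half of replicates each reaching 50%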;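 also: 0% = complete ARNT plus TACC3 wells and 100% = ARNT alone without TACC3; many hits fall short of the cut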
RAD54 inh = blocks human RAD54 Holliday junction branch migration | Q92698 | FAM/BHQ fluorescence | inhibition, % at 10.4 µM | hit rate 0.14% among 360,000 | AID 602329;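 active = mean normalized replicate activity at least 40 and at least half of replicates scoring 40 or more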;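 also: 0% = median of neutral control wells and 100% = median of positive control wells; inhibitors cause a drop in the FAM fluorescence signal; in these data hits start at about 50%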
ERAP1 HTS inh = inhibitors of human ERAP1 aminopeptidase | hit rate 0.15% among 340,000 | Q9NZ08 | inhibition, % at 10.7 µM | AID 652197 | recombinant ERAP1, Leu-AMC fluorescence, 60 min;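 active = mean replicate inhibition of at least 30%, or all replicates individually reaching that 30% level; inactive = mean below 30% and not every replicate reaching it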;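 also: 0% = neutral control wells and 100% = L-leucinethiol positive control wells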
F508del corr = correctors of CFTR F508del function in bronchial epithelial cells | CFBE cells, YFP halide quenching; stimulated with forskolin plus potentiator P3; % fluorescence drop versus neutral controls | activity (quench increase), % at 7.58 µM | hit rate 0.36% among 350,000;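 active = mean added fluorescence quench of at least 8% versus neutral control, with both replicates also reaching 8%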;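 also: cells transiently co-express mutant CFTR-F508del with the halide-sensitive YFP; corrector assay measuring rescue of mutant channel to the surface after 24 h compound exposure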
esBAF inh = SWI/SNF esBAF complex inhibition. hit rate 2% among 350,000. reporter increase, % at 12.5 µM. mouse ES cells, Bmi1-luciferase knock-in reporter, 24 h; 100% = twice the neutral-well signal; in the data active = activation above about 40%;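 also: 0% = median of the plate's neutral control wells and 100% = double that signal; a rise in the Bmi1 reporter signal indicates esBAF inhibition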
INS-1E GSIS act = GLuc luminescence reporter in INS-1E cells, primary screen for activators of glucose-dependent secretion of insulin; activation, % at 16.6 µM; hit rate 0.61% among 370,000; INS-1E GLuc reporter insulin secretion, 2-3 h;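 active = lowest replicate activation of at least 40%, so every replicate reaches that level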;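 also: 0% = median of neutral control wells and 100% = median of IBMX positive control wells; some compounds called inactive have numbers as strong as hits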
RAD52 inh = blocks human RAD52 DNA annealing; P43351; recombinant RAD52 DNA annealing, FRET fluorescence; inhibition, % at 18.7 µM; hit rate 0.46% among 360,000;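 active = every replicate showing at least 50% inhibition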
Target sequence (P43351 whole entry, looked up): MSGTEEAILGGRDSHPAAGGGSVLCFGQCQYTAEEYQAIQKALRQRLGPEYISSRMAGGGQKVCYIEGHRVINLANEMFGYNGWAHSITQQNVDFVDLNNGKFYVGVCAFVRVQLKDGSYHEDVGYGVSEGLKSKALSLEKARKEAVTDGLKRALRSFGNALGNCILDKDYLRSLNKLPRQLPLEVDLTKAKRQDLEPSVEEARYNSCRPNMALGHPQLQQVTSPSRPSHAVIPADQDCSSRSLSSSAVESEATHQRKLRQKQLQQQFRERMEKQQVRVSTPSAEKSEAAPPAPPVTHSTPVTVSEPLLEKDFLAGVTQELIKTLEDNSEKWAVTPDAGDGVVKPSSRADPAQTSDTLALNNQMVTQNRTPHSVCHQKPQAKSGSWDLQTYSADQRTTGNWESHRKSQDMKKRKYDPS
XiGFP reactiv = X-chromosome reactivation activator. XiGFP mouse fibroblasts, % GFP-positive cells imaging, 3 d; cells co-treated with 5-aza-dC sensitizer; scaled so ellipticine positive control = 100%. activation, % at 7.58 µM. hit rate 0.055% among 360,000;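 active = mean normalized replicate activation at least 10% and every replicate at or above 10%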;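 also: 0% = median of on-plate neutral control wells and 100% = ellipticine 6 µM median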
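Assay system: SV40-immortalized XiGFP fibroblast cells, line 68-5-11; buffer or medium: DMEM plus 5-aza-dC sensitizer; compound: one concentration, pinned; timing: compounds 3 days, fix/stain 15 min at room temperature; benchmarks: positive control ellipticine, 6 µM final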
* marks the source's active call; other numbers are inactive results; x = not tested or not shown; & = joins results of further samples.

SMILES	ARNT-TACC3 inh	RAD54 inh	ERAP1 HTS inh	F508del corr	esBAF inh	INS-1E GSIS act	RAD52 inh	XiGFP reactiv
CC(C)NC(=O)N(C)C[C@@H]1OCCCC[C@H](C)Oc2ccc(NS(=O)(=O)c3ccc(Cl)cc3)cc2C(=O)N([C@@H](C)CO)C[C@@H]1C	2.5	-3.2	0.4	0.5	-1.9	-22.0	30.0	-0.2
CCNc1nc(C)nc2c1oc1ccccc12	-0.1	5.7	x	x	-0.2	66.9*	x	x
O=c1[nH]c2ccccc2nc1CCc1ccccc1	-5.0	x	-1.6	-1.8	x	-5.3	-5.2	0.2
N#Cc1c(-c2ccncc2)c2c([nH]c1=O)-c1ccccc1OC2	x	x	-98.5	-2.9	x	x	-27.9	0.0
CCOc1ccccc1CNC(=O)C1CCN(C(=O)N2CC(C)Oc3ccc(C)cc32)CC1 (configuration not stated)	-0.5	1.2	0.8	4.1	-9.7	-44.9	-1.1	0.0
O=C(C[C@@H]1C[C@H]2c3cc(NC(=O)NC4CCCC4)ccc3O[C@H]2[C@H](CO)O1)NC1CCCCC1	-11.2	-2.7	-0.3	-2.0	5.7	2.0	-2.8	0.0
COc1ccc(S(=O)(=O)N(C)c2ccc(C(=O)NCc3ccncc3)cc2)cc1	x	0.0	2.5	-1.6	-0.6	22.3	-71.3	0.4
COc1cc(C(=O)N/C(=C\c2cn(C)c3ccccc23)C(=O)NCCCO)cc(OC)c1OC	-1.0&-14.3	-22.1	0.8	-1.6	-0.7	7.9	-15.3	0.2
COC(=O)C(C)Oc1ccc(-c2nccc(-c3ccc(F)cc3)n2)cc1 (configuration not stated)	1.2	-4.8	0.6	5.1	11.6	28.0	-8.7	0.1
COC(=O)C(C(=O)OC)c1ncc(C(F)(F)F)cc1Cl	3.3	x	x	1.2	x	5.2	-6.0	0.2
C[C@H](CO)N1C[C@H](C)[C@H](CN(C)C(=O)Nc2ccccc2)Oc2c(cccc2N(C)C)C1=O	-1.2	-11.2	-1.2	-5.3	-7.0	21.1	-11.0	-0.1
Cc1noc(C)c1NC(=O)N(C)C[C@H]1Oc2c(NC(=O)CCCCCC(=O)Nc3ccccc3N)cccc2C(=O)N([C@@H](C)CO)C[C@@H]1C	x	x	-1.4	-2.0	x	19.7	-9.1	-1.0
CCCCCCCNC(=O)C1(CC2CC(c3ccccc3)=NO2)CCN(C(=O)c2ccccc2)CC1 (configuration not stated)	-6.8	1.6	-0.4	-0.1	11.4	x	-12.6	0.4
Cc1ccc(C(=O)c2c3ccc(N)cc3nn2CCC(N)=O)cc1	-0.8	1.9	-1.8	0.9	6.5	29.4	-11.7	0.0
COC(=O)CSc1nc(COc2ccccc2)nc2ccccc12	-8.6	-9.2	0.2	-3.1	-2.1	34.4	-9.2	0.4
Cc1ccc(S(=O)(=O)N2CCCCC2)cc1NC(=O)C1=NN(c2ccccc2)C(=O)CC1	-2.0	4.4	-4.9	0.5	4.2	-1.2	-19.5	0.1
CCc1nc2c(OCc3ccccc3C(=O)OC)cccn2c1N(C)C(=O)c1cccs1	x	-9.8	-0.5	0.9	3.4	-19.5	-66.5	0.1
CCOc1cccc2sc(=NC(=O)CCS(=O)(=O)c3ccccc3)n(CC)c12	-3.8	-4.5	-3.5	2.4	x	-18.0	-9.2	0.0
COc1cccc(S(=O)(=O)Nc2ccc3c(c2)[C@H]2C[C@H](CC(=O)NCc4cccc(F)c4)O[C@@H](CO)[C@H]2O3)c1	16.9	-14.3	2.5	-1.7	-3.5	6.9	-17.1	0.3
CO[C@@H]1CN(C)C(=O)c2cc(NS(C)(=O)=O)ccc2OC[C@@H](C)N(C(=O)C2CCC2)C[C@H]1C	-9.2	2.7	-0.2	-4.4	-0.2	-7.1	-19.5	-0.1
Cc1ccc(S(=O)(=O)N2C[C@H](O)COC[C@@H]3O[C@@H](CC(=O)N[C@@H]4CCN(Cc5ccccc5)C4)CC[C@H]32)cc1	16.6	-1.5	-0.5	-0.8	-1.2	-8.6	6.7	-0.1
CC(C)CN(C(=O)c1cccs1)C1CCS(=O)(=O)C1 (configuration not stated)	-9.3	x	0.3	1.5	-7.8	14.9	-9.2	0.3
C[C@H](CO)N1C[C@H](C)[C@@H](CN(C)Cc2ccc(Oc3ccccc3)cc2)Oc2ccc(NS(=O)(=O)c3ccccc3)cc2CC1=O	16.8	11.0	-1.0	-0.5	1.1	-7.1	31.6	-0.1
Cc1ccc(OC(=O)C(C)c2cccc(C(=O)c3ccccc3)c2)cc1 (configuration not stated)	1.0	10.6	-0.6	-0.9	4.2	2.3	-4.1	x
O=C(Cc1cc(=O)[nH]c(=O)[nH]1)NCCN1CCOCC1	-5.1	-6.1	-1.0	-2.0	-2.4	x	-35.2	0.2
CN(C)C(=O)[C@@H]1[C@@H](CO)[C@@H]2Cn3c(ccc(-c4ccc(F)cc4)c3=O)[C@H]1N2CCc1ccccc1	4.9	-7.3	1.6	-1.3	-2.2	-0.9	5.0	0.6
CN1C(=O)c2cc(NC(=O)C3CCC3)ccc2OC[C@@H]2O[C@@H](CC(=O)NCC3CCCCC3)CC[C@H]21	x	x	-1.6	-2.5	x	-6.0	7.8	0.1
COc1ccc2c3c([nH]c2c1)[C@H](CO)N(C(=O)C1CCOCC1)CC31CCN(C(=O)NC(C)C)CC1	x	x	0.5	0.1	x	14.2	-1.4	0.4
CCCN1CCc2c(sc3nc(SC)n(-c4ccccc4)c(=O)c23)C1	-3.4	20.8	0.7	4.7	5.6	-8.8	-23.3	0.0
C[C@H]1CN([C@@H](C)CO)C(=O)Cc2cc(NC(=O)Nc3ccccc3)ccc2O[C@@H]1CN(C)CC1CCCCC1	6.7	0.6	1.4	-1.6	9.5	-12.7	10.0	-0.6
CCOc1ccc2nc(N3CCC(C(=O)NCCCN4CCOCC4)CC3)sc2c1	-7.7	-3.0	1.9	0.9	-87.2	-0.4	-3.9	0.2
O=C(NCC(c1ccc(F)cc1)N1CCOCC1)c1ccc(C(=O)c2ccccc2)cc1 (configuration not stated)	-0.3	x	-1.9	-0.1	x	-17.5	-9.3	1.3
O=C(NCC[C@H]1CC[C@@H](NS(=O)(=O)c2ccc(Cl)cc2)[C@H](CO)O1)c1ccc2c(c1)OCO2	3.4	-3.5	-4.6	-0.5	-4.1	-5.1	7.6	0.8
O=C(COc1ccccc1[N+](=O)[O-])Nc1cccc(Cl)c1N1CCOCC1	5.6	4.9	-4.0	1.8	x	0.3	-11.7	0.3
O=C(COc1cc2oc(=O)c3c(c2cc1Cl)CCCC3)NCC1CCC(C(=O)O)CC1 (configuration not stated)	2.1	-9.9	-16.2	1.9	-1.0	23.7	4.3	0.0
Cc1ccc2c(c1)[nH]c1c(=O)n(Cc3ccccn3)cnc12	-7.0	4.6	x	x	6.5	1.3	x	x
C/C(Nc1ccc(Cl)cc1)=C1/CCOC1=O	-12.7	x	3.7	2.9	14.0	4.0	-11.3	0.3
COc1ccc(/C=N/NC(=O)CN(C)C(=O)OCc2ccccc2)cc1OC	4.4	-2.4	-4.9	-1.9	-7.5	41.4	0.5	0.4
O=C(c1cc2ccccc2oc1=O)N(Cc1cccs1)C1CCS(=O)(=O)C1 (configuration not stated)	-0.7	9.0	x	x	70.1*	-14.7	x	x
COc1cc(NS(=O)(=O)c2ccc(-c3ccc(=O)[nH]n3)o2)cc(OC)c1OC	0.6	4.1	1.5	-1.0	-0.7	13.6	-1.2	0.3
CO[C@H]1CN(C)C(=O)c2ccc(NC(C)=O)cc2OC[C@@H](C)N(C(=O)c2ccccc2F)C[C@H]1C	4.8	-4.2	x	0.2	1.5	-13.0	x	0.4
COC(=O)C(C)Oc1ccc(Oc2nc(Cl)ccc2Cl)cc1 (configuration not stated)	-11.4	x	2.0	-2.1	x	-7.2	-7.4	0.0
Cc1nc2nc(-c3ccc(F)cc3)cn2nc1C	x	x	1.5	1.4	x	24.2	-77.1	-0.1
COc1ccc(Cn2nnnc2CN2CCC(O)(c3ccccc3F)CC2)cc1	-4.4	x	-0.1	0.6	x	4.6	-17.0	0.1
COCC(=O)Nc1ccc2c(c1)[C@@H]1C[C@@H](CC(=O)N3CCOCC3)O[C@@H](CO)[C@@H]1O2	20.5	-5.5	3.2	-0.2	-0.1	4.8	-7.2	0.0

An excerpt from above in order of their number in ERAP1 HTS inh, descending.
Compound | ERAP1 HTS inh
C/C(Nc1ccc(Cl)cc1)=C1/CCOC1=O | 3.7
O=C(NCC(c1ccc(F)cc1)N1CCOCC1)c1ccc(C(=O)c2ccccc2)cc1 (configuration not stated) | -1.9
COc1ccc(/C=N/NC(=O)CN(C)C(=O)OCc2ccccc2)cc1OC | -4.9

(continued)
SMILES	ARNT-TACC3 inh	RAD54 inh	ERAP1 HTS inh	F508del corr	esBAF inh	INS-1E GSIS act	RAD52 inh	XiGFP reactiv
C[C@@H]1CN([C@H](C)CO)S(=O)(=O)c2ccc(C#CCC3CCCC3)cc2O[C@@H]1CN(C)C(=O)c1cnccn1	-1.9	8.7	0.0	-0.2	0.7	-15.3	-6.6	0.0
O=C(c1ccc(Cn2cc(Br)cn2)cc1)N1N=C(C(F)F)CC1(O)C(F)F (configuration not stated)	-6.9	x	6.8	x	x	x	-11.0	0.1
O=C(c1cc2nc(-c3ccccc3)cc(-c3ccccc3)n2n1)N1CCCC1	-8.9	x	4.4	0.6	x	32.1	-9.8	0.0
O=C1OCC/C1=C\c1ccc(O)cc1	-24.2	3.1	-2.5	-0.6	22.8	15.4	-0.7	0.0
O=C(COC(=O)c1ccc(S(=O)(=O)N2CCCCC2)cc1)NCc1ccccc1	7.3	1.6	-5.8	-0.4	x	x	9.3	-0.1
Cc1ccc(C)c(N2CCN(C(=O)Cn3cccc3)CC2)c1	0.9	-13.6	x	x	12.3	-0.6	x	x
COc1ccc(-c2ccc3c(c2)[C@@H]2[C@@H](CCN2C(=O)c2ccc4c(c2)OCO4)[C@@H](CO)N3)cc1	8.1	-3.4	x	3.9	7.6	1.5	x	0.1
CS(=O)(=O)Nc1nc2n(n1)C(c1ccc(F)cc1)CC(c1ccccc1)N2 (configuration not stated)	1.6	-7.6	1.4	-0.2	-5.3	16.2	-20.7	0.0
COc1ccc(CNC(=O)CN(Cc2ccc(OC)cc2)C(=O)c2csnn2)cc1	-6.7	x	-4.5	-1.4	x	2.7	-9.2	0.0
COc1ccc(S(=O)(=O)N(C)C[C@H]2OCCCC[C@H](C)Oc3ccc(NC(=O)C4CCCCC4)cc3C(=O)N([C@@H](C)CO)C[C@H]2C)cc1	5.8	-0.7	1.8	-2.4	-2.3	-7.7	-26.9	-0.1
c1ccc(-c2ccc(C3CCCN3)cc2)cc1 (configuration not stated)	3.9	9.8	-9.3	-1.4	13.3	-0.3	-38.6	0.1
N=C1S/C(=C\c2ccco2)C(=O)N1c1nccs1	5.5	-10.7	-2.9	-4.0	39.9	-25.1	-21.6	0.5
CC(C)(C)C(=O)/C=C/c1ccc(Oc2ccccc2)cc1	0.4	-0.6	-3.1	-2.3	34.0	-37.7	1.9	0.2
Cc1ccc(S(=O)(=O)C2(C(=O)N3CCN(c4ccccc4F)CC3)CC2)cc1	0.3	-15.4	1.2	-0.1	-4.4	0.9	5.1	0.0
CC1CN(C(c2cccs2)c2sc3ncnn3c2O)CC(C)O1 (configuration not stated)	0.6	-6.3	0.4	-0.5	1.4	x	-11.8	0.1
